Screening data deposited in PubChem BioAssay by National Center for Advancing Translational Sciences (NCATS).
LDHA block – qHTS assay for inhibitors of human lactate dehydrogenase. purified LDHA, NADH/diaphorase-resazurin fluorescence; hits give low values. 0.15% of 480,000 active. activity change, % (values are at about 110 or 230 µM). L-lactate dehydrogenase A chain (Homo sapiens), P00338; in the data active = activity change below about -30%; inconclusive = mostly about -25% to -30%;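 also: plate controls were DMSO wells for no effect and wells without enzyme for full effect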
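Enzyme activity of human lactate dehydrogenase 5 (2 nM; 0.06 mM NADH, 0.2 mM pyruvate, 5 min, RT) is measured via a resazurin/diaphorase fluorescence readout of residual NADH.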
Pol iota inh – qHTS for Inhibitors of Polymerase Iota; Pol iota fluorescent replication assay, 10 min; Potency, µM (titrated, usually from 115 µM), without a hit: at the highest dose activity, negative = inhibition, actives largely listed as inhibitors; 1% of 390,000 active; AID 588590, 2011; also: potency is read from the fitted curve at half-maximal effect
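Fluorescent replication assay read twice, at 0 min and 10 min after adding 50 nM (final) substrate. Enzyme (10 nM) and compounds were first incubated 15 min at room temperature; enzyme-free buffer wells were negative controls.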
GRP78 ERSR act – qHTS for Inducers of the Endoplasmic Reticulum Stress Response (ERSR) in Human Glioma: qHTS; U87-MG GRP78 promoter luciferase reporter, 16 h; Potency, µM, without a hit: top-dose activation, usual class: activators; 0.02% of 420,000 active; also: potency is read from the fitted curve at half-maximal effect; series mostly up to about 76 µM; % of control where 0% means no effect; nearly all actives have a fitted effect of over 35% in size
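Stably transfected U87-MG glioma cells carrying a GRP78-based luciferase sensor; 16 h compound incubation. Luminescence end-point read 10 min after Bright-Glo addition at room temperature.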
POLK inh – qHTS for Inhibitors of Polymerase Kappa; DNA polymerase kappa (Homo sapiens), Q9UBT6; purified Pol kappa, fluorescent DNA synthesis assay, 10 min; 0.53% of 400,000 active; Potency, µM (titrated, usually from 107 µM), without a hit: at the highest dose activity, negative = inhibition, usual class: inhibitors; also: potency is read from the fitted curve at half-maximal effect; % is scaled to controls: 0 for no effect and ±100 for the full control effect
Target sequence (Q9UBT6 whole entry, looked up): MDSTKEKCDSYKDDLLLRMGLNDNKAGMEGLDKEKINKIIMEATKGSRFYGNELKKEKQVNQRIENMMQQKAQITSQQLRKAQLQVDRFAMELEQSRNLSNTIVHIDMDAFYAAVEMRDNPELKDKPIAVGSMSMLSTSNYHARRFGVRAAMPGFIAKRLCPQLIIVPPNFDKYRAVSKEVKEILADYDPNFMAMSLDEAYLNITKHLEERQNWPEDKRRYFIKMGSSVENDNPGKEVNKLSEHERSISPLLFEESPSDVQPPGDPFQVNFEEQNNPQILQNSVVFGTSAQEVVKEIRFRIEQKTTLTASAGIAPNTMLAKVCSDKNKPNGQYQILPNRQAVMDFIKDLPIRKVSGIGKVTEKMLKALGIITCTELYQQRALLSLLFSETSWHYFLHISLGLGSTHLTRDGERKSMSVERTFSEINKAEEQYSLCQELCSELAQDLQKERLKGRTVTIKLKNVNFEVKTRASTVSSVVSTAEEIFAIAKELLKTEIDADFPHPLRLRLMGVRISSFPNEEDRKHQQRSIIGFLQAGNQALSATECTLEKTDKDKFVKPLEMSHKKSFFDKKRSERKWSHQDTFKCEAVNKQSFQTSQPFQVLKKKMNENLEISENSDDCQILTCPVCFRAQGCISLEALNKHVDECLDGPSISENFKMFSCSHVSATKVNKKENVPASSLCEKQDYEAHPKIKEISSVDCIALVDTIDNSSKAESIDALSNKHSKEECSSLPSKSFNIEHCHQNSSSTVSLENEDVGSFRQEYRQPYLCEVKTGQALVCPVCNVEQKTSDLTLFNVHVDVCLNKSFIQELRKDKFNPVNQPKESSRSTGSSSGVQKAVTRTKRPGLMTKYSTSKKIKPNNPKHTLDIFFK
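50 nM final substrate added after 15 min RT preincubation of 10 nM Pol kappa with compound; fluorescence read at 0 and 10 min.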
Active calls of the source: *; ? = inconclusive; · = not tested or not shown; [ ] = another dose, or the depositor's remark. Unless noted, calls follow the shape of the dose curve; as a rule, active = well fitted curve in the direction sought with a large enough effect; inconclusive = small, poorly fitted or top-dose-only effect, or another doubt; inactive = no such curve, though single readings can be large; an effect the other way counts as inactive or inconclusive. These rows are one share of the data; the hit share may differ from the screen's.

Fields: LDHA block | Pol iota inh | GRP78 ERSR act | POLK inh
- N#Cc1ccc(/C=C2/C=Cc3ccccc32)cc1
→ · | 32%[activator] | -4% | -9%
- COC(=O)C1[C@H]2SC(C)(C)C(C(=O)OC)N2C(=O)N1Cc1ccccc1 (some centres not stated)
→ · | 6% | -5% | -11%
- COc1ccc(OC)c2c(/C=C/c3c[nH]c4ccccc34)ccnc12
→ · | ? | 0% | -15%
- Cc1cc(C)c2ccccc2n1
→ · | 5% | -1% | 4%
- C(=C\c1nccc2ccccc12)/c1ccc(N2CCOCC2)cc1
→ · | 35%[activator] | -3% | -12%
- O=C(C[n+]1ccncc1Cl)c1ccc(F)cc1
→ · | 70%[activator] | -2% | -20%
- COC(=O)C1=C(C(=O)OC)[C@]2([C@@H]3C/C=C\CN[C@@H](Cc4ccccc4)C(=O)N3Cc3ccccc3)C=C[C@H]1O2
→ · | -3% | 0% | -11%
- COc1cc(N)c(NC(=O)/C=C/c2nc3cc(OC)c(OC)cc3[nH]2)cc1OC
→ · | 46% | 1% | -4%
- Cc1cc2nccc(/C=C/c3ccc(N(C)C)cc3)c2cc1C
→ · | ? | -2% | -16%
- Cc1ccc2c(C)ccnc2c1
→ · | 23% | -5% | -14%
- Cc1ccnc2ncccc12
→ · | 8% | -2% | 13%
- Cc1sc2ccccc2[n+]1CCC[n+]1c(C)sc2ccccc21
→ · | ? | -2% | -19%
- COc1cc(C=O)cc(OC)c1[N+](=O)[O-]
→ · | 11% | -3% | -4%
- CC1(C)S[C@@H]2C(C(=O)O)NC(=O)N2C1C(=O)O (some centres not stated)
→ · | -1% | -4% | -25%
- C=CC[n+]1cccc2cccc(O)c21
→ · | 13µM* | 3% | 3%
- O=C1CCC[C@@H]2C[C@@]3(C[C@@H]4CCN1[C@H]24)Nc1ccccc1NC3=NC1CCCCC1
→ · | 8% | -4% | -5%
- CCc1c(C)c2ccccc2[nH]c1=O
→ · | 68%[activator] | 3% | 6%
- O/N=C(/C[n+]1ccsc1)c1ccc(I)cc1
→ · | 19% | 0% | -2%
- COc1ccc(/C=C/c2ccccn2)cc1
→ · | 11% | -3% | -3%
- Cc1ccccc1CN1Cc2cccc3c2[C@H](C=CC3)CC1=O
→ · | 22% | 0% | -7%
- CCCCc1c(C)[nH]c2c(OC)cccc2c1=S
→ · | ? | 0% | -32%
- c1cc2c3c(c1)CCC[N+]3(C1CCCCC1)CCC2
→ · | 27% | -3% | -14%
- CN(C)c1ccc(/C=[N+]2\C(=O)CC(=O)NC2=O)cc1
→ · | 18% | -1% | -3%
- COc1ccc(C(=O)C[n+]2cccc3cccc(O)c32)cc1
→ · | -3% | -1% | -6%
- O=[N+]([O-])c1cccc2[nH]cnc12
→ · | 16% | -1% | -5%
- CCCCCCCN(c1ccccc1)C1C[C@H]2CCCC(=O)N3CC[C@@H](C1)[C@@H]23 (some centres not stated)
→ · | 27% | -4% | -6%
- Cc1cc[n+](CCC2CCCCC2)cc1
→ · | -12% | -4% | 5%
- COc1ccc(OC)c2c(C)ccnc12
→ · | -10% | -3% | 6%
- Cc1cnccn1
→ · | 83%[activator] | -4% | 1%
- C[N+]1(CC(=O)c2ccc(Oc3ccccc3)cc2)CCOCC1
→ · | ? | -2% | 4%
- Cc1ccc(SC[C@H](Cc2ccccc2)N2CC[C@@H](C(C)(C)C)CCC2=O)cc1
→ · | 4% | -3% | -13%
- CNc1ccc(/C=C2\C=Cc3ccccc32)cc1
→ · | 4% | 7% | -13%
- CC(C)(C)c1ccc(NC(=O)c2cc(C3CCCN(C(=O)CCc4ccccc4)C3)on2)cc1 (configuration not stated)
→ -3 | · | 4% | ·
- COc1cc(C(O)c2nc(-c3ccc(F)cc3OC)cs2)ccc1F (configuration not stated)
→ 0 | · | -1% | ·
- CCCNC(=O)C1(C)CCN(Cc2cc3ccccc3o2)C1 (configuration not stated)
→ -4 | · | -4% | ·
- CCN(CC)C(=O)c1cccc(-c2csc(C(NC(C)=O)c3ccccc3)n2)c1 (configuration not stated)
→ -4 | · | -2% | ·
- COc1cc(-c2cnc3c(NC=O)cc(-c4ccc(N5CCN(C)CC5)cc4)cn23)cc(OC)c1OC
→ 5 | · | -6% | ·
- CN(C)c1ccc(CC(=O)N2CCCCC2c2cc(C(=O)Nc3ccccc3)no2)cc1 (configuration not stated)
→ 2 | · | -3% | ·
- CC(=O)Nc1cncc(-c2ccccc2N(C)C)n1
→ -4 | · | -1% | ·
- Cc1cc2nc(-c3ccco3)c(Cc3cccc(F)c3)n2c(C)c1Br
→ -4 | · | -10% | ·

Records listed above shown as hits in Pol iota inh.
Fields: LDHA block | Pol iota inh | GRP78 ERSR act | POLK inh
- C=CC[n+]1cccc2cccc(O)c21
→ · | 13µM* | 3% | 3%

Compound profiles, from the list above. Order of screens: LDHA block	Pol iota inh	GRP78 ERSR act	POLK inh
`CCN(CC)C(=O)c1cccc(-c2csc(C(NC(C)=O)c3ccccc3)n2)c1` (configuration not stated) in the list: -4	·	-2%	·
`COc1ccc(OC)c2c(C)ccnc12` in the list: ·	-10%	-3%	6%

Returning to the listing, repeating the three entries before the break.
Fields: LDHA block | Pol iota inh | GRP78 ERSR act | POLK inh
- CN(C)c1ccc(CC(=O)N2CCCCC2c2cc(C(=O)Nc3ccccc3)no2)cc1 (configuration not stated)
→ 2 | · | -3% | ·
- CC(=O)Nc1cncc(-c2ccccc2N(C)C)n1
→ -4 | · | -1% | ·
- Cc1cc2nc(-c3ccco3)c(Cc3cccc(F)c3)n2c(C)c1Br
→ -4 | · | -10% | ·
- CCOC(=O)C1=CC[C@@H](c2ccc([N+](=O)[O-])cc2)N(S(=O)(=O)c2ccc(C)cc2)[C@H]1c1ccccc1
→ -6 | · | 0% | ·
- CCN(CC)c1ncnc2c1ncn2[C@H]1CN(Cc2ccncc2)C[C@@H](CO)O1
→ -9 | · | -1% | ·
- CCc1ccc(OC2(C)CCN(CCOc3ccc(C)cc3)C2)cc1 (configuration not stated)
→ -4 | · | -3% | ·
- CC1ON=C(c2ccc(F)cc2)NC1=O (configuration not stated)
→ -4 | · | 1% | ·
- CCCNC(=O)c1cc(C2CCCCN2C(=O)OC)on1 (configuration not stated)
→ -5 | · | -1% | ·
- Cc1cc(Cl)ccc1C(O)c1ncc(-c2cccc3ccccc23)[nH]1 (configuration not stated)
→ -6 | · | -4% | ·
- CC(O)(c1cccnc1)c1nc(/C=C/c2ccccc2)cs1 (configuration not stated)
→ -2 | · | 4% | ·
- CCCCNC(=O)c1nc(C2CCN(S(=O)(=O)c3csc(C(=O)O)c3)CC2)oc1-c1ccccc1
→ -4 | · | -2% | ·
- COc1ccc(-c2cc(CNc3nc(NC(C)C)nc4cc(-c5ccccc5)sc34)on2)cc1
→ -4 | · | -3% | ·
- CCOC(=O)c1cc2c(c(-c3cccc(C#Cc4ccc(OC)c(OC)c4)c3)n1)[C@@H](CCO)N(S(=O)C(C)(C)C)C2 (some centres not stated)
→ -1 | · | -3% | ·
- CC(C)(C)S(=O)N1Cc2cc(C(=O)NCc3ccc4c(c3)OCO4)nc(-c3cccc(-c4ccncc4)c3)c2[C@H]1CCO (some centres not stated)
→ 6 | · | -3% | ·
- CN1CCN(c2cc(-c3cccc(C(=O)O)c3)nc3ccnn23)CC1
→ -2 | · | -1% | ·
- COc1cc(CN2CCC(C(=O)NC(c3ccccc3)c3ccsc3)CC2)cc(OC)c1 (configuration not stated)
→ -5 | · | -6% | ·
- CC1(C(=O)Nc2ccc3c(c2)OCCO3)CCN1C(=O)C1(c2ccc(Cl)cc2)CC1 (configuration not stated)
→ -3 | · | -3% | ·
- C=C(C)Cn1c2ccc(NC(=O)NCc3ccc(F)cc3)cc2c(=O)n1C
→ 2 | · | -3% | ·
- Cc1ccc(F)c(S(=O)(=O)NC(=O)C2(C)CCN2C(=O)COc2ccc(Cl)cc2)c1 (configuration not stated)
→ -3 | · | -3% | ·
- COc1ccccc1C(=O)N1CCCC(C)(C(=O)NS(=O)(=O)C2CC2)C1 (configuration not stated)
→ -7 | · | 1% | ·
- CC(=O)c1cccc(-c2cnc3c(NC=O)cc(-c4ccccc4)cn23)c1
→ 3 | · | 2% | ·
- CC(C)(C)NC(=O)C1(C)CCC(=O)N1CCCn1ccnc1 (configuration not stated)
→ -4 | · | -5% | ·
- Cc1ccc(F)cc1-c1cc2nc(NCCCN(C)C)n(C)c(=O)c2s1
→ -2 | · | -6% | ·

An excerpt of these results, in markdown.
| Compound | LDHA block | Pol iota inh | GRP78 ERSR act | POLK inh |
| --- | --- | --- | --- | --- |
| CC1(C(=O)Nc2ccc3c(c2)OCCO3)CCN1C(=O)C1(c2ccc(Cl)cc2)CC1 (configuration not stated) | -3 | · | -3% | · |
| C=C(C)Cn1c2ccc(NC(=O)NCc3ccc(F)cc3)cc2c(=O)n1C | 2 | · | -3% | · |
| Cc1ccc(F)c(S(=O)(=O)NC(=O)C2(C)CCN2C(=O)COc2ccc(Cl)cc2)c1 (configuration not stated) | -3 | · | -3% | · |
| COc1ccccc1C(=O)N1CCCC(C)(C(=O)NS(=O)(=O)C2CC2)C1 (configuration not stated) | -7 | · | 1% | · |
| CC(=O)c1cccc(-c2cnc3c(NC=O)cc(-c4ccccc4)cn23)c1 | 3 | · | 2% | · |
| CC(C)(C)NC(=O)C1(C)CCC(=O)N1CCCn1ccnc1 (configuration not stated) | -4 | · | -5% | · |
